DENV2 CPE rescue – inhibitors of DENV2 cytopathic effect, primary screen, cell-based, plate reader, single concentration. CPE inhibition, % at 9.99 µM. DENV2-infected cells, cytopathic effect rescue. 350,000 tested, 1.7% active. AID 651640, 2012; in the data active = CPE inhibition above about 20%, passing the limit was not always enough; tested in BHK-21 cells;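 note: 0% = median of neutral control wells and 100% = median of positive control wells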
FN deposit inh – inhibitors of fibronectin matrix deposition, primary screen, AH1F cells, Alexa488-fibronectin fluorescence, plate reader. inhibition, % at 12.6 µM. 350,000 tested, 0.086% active. AH1F fibroblasts, overnight;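 active = mean inhibition across replicates of 30% or more, regardless of how many single replicates reach that level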;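 note: positive control wells lacked labelled fibronectin entirely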
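Measured by – fluorescence 485/525 nm · System – AH1F fibroblast monolayer, labelled fibronectin deposition · Amount – 10000 cells per well · Buffer or medium – serum-reduced DMEM (2% serum) · Doses – single dose, pinned · Also added – fluorescent fibronectin at 24 nM final · Schedule – 1 h cell attachment, overnight exposure to compound and label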
PAX8 reporter – inhibitors of PAX8-driven TPO luciferase reporter, primary screen, RMG-I cells, single concentration; 360,000 tested, 1.2% active; AID 652154, 2013; SteadyGlo, 24 h; inhibition, % at 12.6 µM;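 active = mean replicate inhibition at least 60% with every replicate also reaching 60%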;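 note: luciferase light reporting Pax8 driven TPO promoter activity; plate controls were median of neutral control wells for no effect and mitoxantrone controls for full effect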
EWS-Fli inh – EWS/Fli-driven NR0B1 reporter inhibitors, primary screen, A673 cells, NR0B1 luciferase, luminescence, MLPCN library | inhibition, % at 12.6 µM | 350,000 tested, 0.67% active | viability-normalised;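 active = mean inhibition of at least 50% after viability correction, with every replicate also passing that limit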;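 note: firefly luciferase signal divided by Alamar Blue viability fluorescence both relative to DMSO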
F508del corr – F508del CFTR correction, initial screen, CFBE line, single point. CFBE cells, YFP halide quenching; stimulated with forskolin plus potentiator P3; % fluorescence drop versus neutral controls. activity (quench increase), % at 7.58 µM. 350,000 tested, 0.36% active. AID 720511, 2013;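 active = mean added fluorescence quench of at least 8% versus neutral control, with both replicates also reaching 8%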;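 note: cells transiently co-express mutant CFTR-F508del with the halide-sensitive YFP; corrector assay measuring rescue of mutant channel to the surface after 24 h compound exposure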
GSIS activator – GLuc luminescence reporter in INS-1E cells, primary screen for activators of glucose-dependent secretion of insulin. INS-1E GLuc reporter insulin secretion, 2-3 h. activation, % at 16.6 µM. 370,000 tested, 0.61% active. AID 743287, 2014;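 active = lowest replicate activation of at least 40%, so every replicate reaches that level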;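 note: 0% = median of neutral control wells and 100% = median of IBMX positive control wells; some compounds called inactive have numbers as strong as hits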
miR-122 sensor – miR-122 Renilla sensor signal increase in Huh7, primary screen, miR-122 inhibitor project, cell-based, single point, plate reader. activation (reporter increase), % at 12.5 µM. 340,000 tested, 0.3% active. Huh7 miR-122 Renilla luciferase sensor, 48 h; neutral wells = 0, positive control = 100;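 active = mean replicate activation score at least 90 and every replicate individually at or above 90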;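 note: higher luciferase means less miR-122 activity so hits act as miR-122 inhibitors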
Active calls of the source: *; / = no result given; & = joins results of further samples; [ ] = another dose, or the depositor's remark.

Start of the data: the first 2 compounds (preview)
SMILES	DENV2 CPE rescue	FN deposit inh	PAX8 reporter	EWS-Fli inh	F508del corr	GSIS activator	miR-122 sensor
COc1ccccc1CNC(=O)Nc1nnc([C@H]2C[C@H](O)[C@@H](CO)O2)s1	-2.8	6.7	-17.0	-2.2	2.9	5.2	/
Cc1cc(Cl)ccc1OCCCC(=O)Nc1cc(S(=O)(=O)N2CCOCC2)ccc1N1CCOCC1	-5.0	-0.4	27.9	10.5	-2.5	-5.2	-10.5

All compounds of this part, previewed entries included:
SMILES	DENV2 CPE rescue	FN deposit inh	PAX8 reporter	EWS-Fli inh	F508del corr	GSIS activator	miR-122 sensor
COc1ccccc1CNC(=O)Nc1nnc([C@H]2C[C@H](O)[C@@H](CO)O2)s1	-2.8	6.7	-17.0	-2.2	2.9	5.2	/
Cc1cc(Cl)ccc1OCCCC(=O)Nc1cc(S(=O)(=O)N2CCOCC2)ccc1N1CCOCC1	-5.0	-0.4	27.9	10.5	-2.5	-5.2	-10.5
CCC(=O)N1CCN(c2cc(N3CCN(C)CC3)c(F)cc2[N+](=O)[O-])CC1	5.5	4.0	7.1	-6.9	/	/	-1.3
CN1CCN(C(=O)/C=C/c2ccccc2)CC1	-1.8	-1.5	-13.5	-1.3	2.6	18.6	/
COCC(=O)N1C[C@H]2[C@@H](c3ccccc31)[C@H](CO)N2C(=O)C1CCCC1	-1.0	/	-7.8	-0.5	-0.5	12.6	10.0[16.7 µM]
CC(C)NC(=O)N(C)C[C@H]1Oc2ccc(NC(=O)Nc3ccccc3)cc2CC(=O)N([C@@H](C)CO)C[C@@H]1C	-5.8	/	-36.8	2.9	0.2	6.1	-1.2[16.7 µM]
O=C(/C=C/c1ccc(F)cc1)Nc1cccc(S(=O)(=O)N2CCOCC2)c1	-3.1	2.6	-3.6	-24.9	-1.9	-43.2	1.4
COc1ccc(C(=O)Nc2ccc3c(c2)OC[C@@H](C)N(C)C[C@H](C)[C@H](OC)CN(C)C3=O)cc1	-0.2	-15.6	-6.2	4.9	/	-9.1	1.5[16.7 µM]

An excerpt of these results, with each value named:
COCC(=O)N1C[C@H]2[C@@H](c3ccccc31)[C@H](CO)N2C(=O)C1CCCC1
  DENV2 CPE rescue: -1.0
  FN deposit inh: /
  PAX8 reporter: -7.8
  EWS-Fli inh: -0.5
  F508del corr: -0.5
  GSIS activator: 12.6
  miR-122 sensor: 10.0[16.7 µM]
CC(C)NC(=O)N(C)C[C@H]1Oc2ccc(NC(=O)Nc3ccccc3)cc2CC(=O)N([C@@H](C)CO)C[C@@H]1C
  DENV2 CPE rescue: -5.8
  FN deposit inh: /
  PAX8 reporter: -36.8
  EWS-Fli inh: 2.9
  F508del corr: 0.2
  GSIS activator: 6.1
  miR-122 sensor: -1.2[16.7 µM]
O=C(/C=C/c1ccc(F)cc1)Nc1cccc(S(=O)(=O)N2CCOCC2)c1
  DENV2 CPE rescue: -3.1
  FN deposit inh: 2.6
  PAX8 reporter: -3.6
  EWS-Fli inh: -24.9
  F508del corr: -1.9
  GSIS activator: -43.2
  miR-122 sensor: 1.4
COc1ccc(C(=O)Nc2ccc3c(c2)OC[C@@H](C)N(C)C[C@H](C)[C@H](OC)CN(C)C3=O)cc1
  DENV2 CPE rescue: -0.2
  FN deposit inh: -15.6
  PAX8 reporter: -6.2
  EWS-Fli inh: 4.9
  F508del corr: /
  GSIS activator: -9.1
  miR-122 sensor: 1.5[16.7 µM]

Continuation:
SMILES	DENV2 CPE rescue	FN deposit inh	PAX8 reporter	EWS-Fli inh	F508del corr	GSIS activator	miR-122 sensor
COc1ccc(S(=O)(=O)N2CCCOC2CNC(=O)C(=O)NCCc2ccco2)cc1OC (centres undefined)	2.0	3.5	/	/	4.8	-8.9	7.2
CC(C)(C)NC(=O)NC(=O)COC(=O)Cc1c(Cl)cccc1Cl	1.5	/	-0.7	7.2	-1.1	0.4	/
C[C@H](CO)N1C[C@H](C)[C@@H](CN(C)Cc2ccc(C(=O)O)cc2)Oc2c(NS(=O)(=O)c3ccc(F)cc3)cccc2C1=O	-1.0&0.7	-3.9	0.2	-0.4&-3.4	0.3&1.5	25.9&2.8	2.1[16.7 µM]
Cc1cccc(N(Cc2ccccc2)C(=O)C2CCN(C(=O)c3ccccc3C)CC2)c1	-0.4	-14.0	15.2	13.1	-5.0	/	4.5
CCCCN1C(=O)CCC(C(=O)O)C1c1ccc(OC)cc1 (centres undefined)	/	1.8	-4.7	/	/	9.2	/
CCC(=O)N1[C@H](CO)[C@@H]2c3ccccc3N(C(=O)CC(F)(F)F)C[C@@H]21	5.1	/	-1.2	2.3	-2.4	5.1	-16.7[16.7 µM]
COc1ccc(NC(=O)COc2ccc(/C=C/c3cc[n+](C)cc3)cc2OC)cc1	5.1	7.3	20.2	4.7	-2.2	8.4	1.1
C[C@@H]1CC[C@]2(C(=O)O)CC[C@]3(C)C(=CCC4[C@@]5(C)CC[C@H](O)[C@@](C)(C(=O)O)C5CC[C@]43C)C2[C@]1(C)O (some centres undefined)	-1.8	12.9	-17.4	10.3	-3.9	/	/
CC1CN(Cc2c(O)ccc3c(=O)c(-c4ccccc4Cl)coc23)CC(C)O1 (centres undefined)	-2.7	2.5	25.6	9.0	-2.3	10.3	-6.0
COC(=O)CCCn1cc(CN2CC(N3CCCCC3)CS2(=O)=O)nn1 (centres undefined)	-9.7	2.0	-19.9	-2.0	1.1	7.7	/
CNC(=O)C(=O)NCCN1CCN(S(=O)(=O)c2ccc3ccccc3c2)CC1	11.8	2.4	1.9	5.6	-1.1	10.3	-3.1
Cc1ccc(S(=O)(=O)N2CCN(C(=O)CN3C(=O)NC(C)(c4ccc5ccccc5c4)C3=O)CC2)cc1 (centres undefined)	5.0	2.4	12.4	16.7	2.9	-26.8	-3.3
CC(=O)Nc1ccc(CNc2nc(NCC3CC3)nc3ccsc23)cc1	3.9	2.3	-25.1	-6.0	-3.4	16.0	-22.1
COc1ccc(-c2coc3c(C(=O)NCc4ccc(C(F)(F)F)cc4)cccc23)c(C)c1	-3.9	-8.1	1.2	12.0	-2.6	-0.9	6.8
Cc1ccc(-n2cnc3c(sc4nc(N5CCOCC5)c5c(c43)CCCC5)c2=O)cc1	-4.4	1.6	26.9	11.4	-0.4	21.3	-3.8
O=c1cc(-c2c(O)c3ccccc3n(Cc3ccccc3)c2=O)[nH][nH]1	2.3	2.4	12.6	15.7	0.7	-41.8	/
O=C(Nc1ccc2c(c1)OCO2)c1cc(C2CCCCN2S(=O)(=O)c2ccccc2)on1 (centres undefined)	-5.3	7.6	7.4	-12.8	-2.3	-8.8	1.5
COC(=O)c1cc(C#N)c(N2CCN(C)CC2)nc1C	0.1	2.4	-8.8	6.9	3.0	-19.1	/
O=C(N[C@@H]1c2ccccc2CC[C@@H]1OCc1ccccc1)c1ccc(C(F)(F)F)cc1	69.2*	/	-20.9	-7.2	2.0	4.8	-3.1
CCN(CC)S(=O)(=O)c1cc(NC(=O)CCc2c(C)noc2C)ccc1C	-5.7	3.1	/	6.5	0.8	-3.9	6.7
Cc1ccccc1Oc1nc2c(C)cccn2c(=O)c1/C=C(\C#N)C(=O)Nc1c(C)n(C)n(-c2ccccc2)c1=O	-6.5	-9.6	-4.7	18.3	/	-44.9	/
Cc1c(CCC(=O)NCC(=O)NCC(=O)O)c(=O)oc2cc3oc4c(c3cc12)CCCC4	14.3	4.1	-3.9	8.8	0.8	6.9	/
CCn1cc(C(=O)NCCc2ccccc2)c(=O)c2cc(S(=O)(=O)N(C)C)ccc21	2.5	2.9	12.0	4.8	0.5	14.2	-5.1
COc1ccccc1NC(=S)NCc1cccnc1	-2.5	-2.0	15.8	7.7	/	6.4	/
O=C(CSC1=NNC(c2ccccn2)S1)Nc1ccc(C(F)(F)F)cc1 (centres undefined)	-1.4	2.6	40.8	9.3	7.2	-11.2	6.0
Cc1nn(-c2ccc(NC(=O)c3ccncc3)cc2)c(C)c1Cl	2.8	-6.6	27.6	-0.3	1.7	-0.7	-18.1
CCN(CC(=O)NCc1ccc(F)cc1)CC(=O)NC1CCCC1	2.4	-2.0	-14.6	6.4	-2.4	-3.4	-6.8
COc1cccc(NC(=O)N[C@@H]2CC[C@@H](CC(=O)N3CCN(C)CC3)O[C@@H]2CO)c1	-5.5	0.4	-5.4	-5.9	1.0	6.9	/
CC(C)c1ccc(NC2CCCN(C(=O)CCc3cn[nH]c3)C2)cc1 (centres undefined)	-5.3	-3.9	-0.7	4.8	-0.2	6.5	2.9
COc1ccc(CNS(=O)(=O)NCc2ccccc2)cc1OC	-10.3	/	8.8	0.5	1.6	3.7	51.7
CCOc1ccc(/C=N/NC(=O)c2cc3ccccc3cc2OC)cc1	-8.7	-0.9	8.6	/	-1.3	0.6	/
COCCNC(=O)C[C@H]1C[C@@H]2c3cc(NC(=O)COC)ccc3O[C@@H]2[C@@H](CO)O1	-3.2	-3.0	1.8	2.5	1.8	-3.7	4.4[16.7 µM]
COc1ccc(S(=O)(=O)N[C@H]2CC[C@@H](CC(=O)N3CCN(c4ccccc4)CC3)O[C@@H]2CO)cc1	-6.8	0.7	0.9	2.0	1.5	-4.2	/
O=C(NCC[C@@H]1CC[C@@H](NC(=O)C2CCOCC2)[C@H](CO)O1)c1ccc(F)cc1	4.2	3.9	-12.4	-5.4	2.2	15.7	/
NC(N)=NS(=O)(=O)c1ccc(NC(=S)NC(=O)c2ccc3c(c2)OCO3)cc1	-0.8	-6.3	-12.5	5.0	-1.7	1.6	/
O=c1cc(CSCc2ccc(Cl)cc2)[nH]c(=O)[nH]1	0.2	-3.8	-12.0	5.1	1.2	12.5	/
CCCNC(=O)CC(NS(=O)(=O)c1ccc(OC)cc1)c1ccco1 (centres undefined)	4.6	0.3	-2.5	5.7	-1.1	2.9	/
O=C(CN1C(=O)CSc2ccc(S(=O)(=O)N3CCOCC3)cc21)NCc1c(F)cccc1Cl	-2.6	0.5	/	2.6	1.5	-23.5	/
O=C(Nc1ccccc1)OC1CC2CC1C1CCCC21 (centres undefined)	14.8	6.9	-277.9	-83.1	-0.5	-41.3	/
COc1ccc(OCc2cccc(C(=O)Nc3ccc(CN4CCCCC4)cc3)c2)cc1	/	3.4	16.7	13.8	/	8.5	/
CCn1c(Cc2ccc(OC)cc2)nnc1SCC(=O)Nc1cccc(C(=O)OC)c1	/	1.5	/	/	/	-10.3	-2.7
O=C(CSc1c2c(nc3cc(Cl)ccc13)CCCC2)NCc1ccco1	/	10.4	20.3	/	/	/	-6.6
COc1ccc(CC(=O)Nc2c3c(nn2C(C)(C)C)CS(=O)(=O)C3)cc1OC	-2.7	/	-3.1	0.9	-2.1	-6.8	-4.3
CO[C@@H]1CN(C)C(=O)c2ccc(NC(C)=O)cc2OC[C@@H](C)N(C(=O)Cc2ccccn2)C[C@@H]1C	8.2	-6.8	/	7.1	1.0	14.8	/
Cc1ccccc1NC(=S)N/N=C/c1ccc(O)cc1O	6.3	9.3	-149.0	-47.9	2.3	-35.7	-2.5
CCCc1cc(=O)[nH]c(SCC(=O)NC2CCCc3ccccc32)n1 (centres undefined)	7.9	9.4	6.7	-7.4	2.3	15.0	4.5
CC(C)(Oc1ccc(Cl)cc1)C(=O)OCC(=O)NCCc1ccccc1	0.9	2.9	-13.6	-1.1	-0.1	0.6	0.6
Cc1ccc(CNC(=O)c2cc(S(=O)(=O)N3CCCCC3)ccc2N2CCOCC2)cc1	-14.7	1.9	5.5	7.9	-2.2	/	3.7
OCCSCC(O)CC(O)c1ccccc1 (centres undefined)	-3.0	/	3.2	-10.1	0.0	/	/
Cc1ccc(C)c(NC(=O)COC(=O)c2c(C)nn(-c3ccccc3)c2C)c1	-3.1	-6.6	-3.4	-5.3	0.5	-3.3	/

Bioassay records deposited in PubChem by Broad Institute.
